WRN inhibitor: qHTS for Inhibitors of WRN Helicase; 360,000 compounds, 0.46% hits; WRN helicase unwinding, fluorescent forked duplex, kinetic; Potency, µM (doses to about 114 µM), inactives show at the top dose activity change, negative = inhibition, usual class: inhibitors; AID 651768, 2012; Bifunctional 3'-5' exonuclease/ATP-dependent helicase WRN (Homo sapiens), Q14191; further: potency means the concentration at half of the fitted maximal effect; on the % scale 0 is the no-effect control and ±100 the full control effect; nearly all actives have a fitted effect of over 55% in size
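WRN at 20 nM final preincubated with compound 15 min at room temperature; reaction started with 100 nM fluorophore/quencher forked duplex oligonucleotide and 2 mM ATP final. Unwinding followed kinetically by red fluorescence (ex 525, em 598 nm).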
EPAC1 agonist: qHTS for Agonist of cAMP-regulated guanine nucleotide exchange factor 3 (EPAC1): primary screen; Potency, µM (doses to about 154 µM), for the others: at the highest dose activation, actives largely listed as activators; AID 720707, 2013; EPAC1 agonist qHTS, biochemical assay; response scale: 100% = response to 6.5 mM cAMP; 360,000 compounds, 0.073% hits; Rap guanine nucleotide exchange factor 3 (Homo sapiens), O95398; further: potency means the concentration at half of the fitted maximal effect; nearly all actives have a fitted effect of over 60% in size
Target sequence (O95398 whole entry, looked up): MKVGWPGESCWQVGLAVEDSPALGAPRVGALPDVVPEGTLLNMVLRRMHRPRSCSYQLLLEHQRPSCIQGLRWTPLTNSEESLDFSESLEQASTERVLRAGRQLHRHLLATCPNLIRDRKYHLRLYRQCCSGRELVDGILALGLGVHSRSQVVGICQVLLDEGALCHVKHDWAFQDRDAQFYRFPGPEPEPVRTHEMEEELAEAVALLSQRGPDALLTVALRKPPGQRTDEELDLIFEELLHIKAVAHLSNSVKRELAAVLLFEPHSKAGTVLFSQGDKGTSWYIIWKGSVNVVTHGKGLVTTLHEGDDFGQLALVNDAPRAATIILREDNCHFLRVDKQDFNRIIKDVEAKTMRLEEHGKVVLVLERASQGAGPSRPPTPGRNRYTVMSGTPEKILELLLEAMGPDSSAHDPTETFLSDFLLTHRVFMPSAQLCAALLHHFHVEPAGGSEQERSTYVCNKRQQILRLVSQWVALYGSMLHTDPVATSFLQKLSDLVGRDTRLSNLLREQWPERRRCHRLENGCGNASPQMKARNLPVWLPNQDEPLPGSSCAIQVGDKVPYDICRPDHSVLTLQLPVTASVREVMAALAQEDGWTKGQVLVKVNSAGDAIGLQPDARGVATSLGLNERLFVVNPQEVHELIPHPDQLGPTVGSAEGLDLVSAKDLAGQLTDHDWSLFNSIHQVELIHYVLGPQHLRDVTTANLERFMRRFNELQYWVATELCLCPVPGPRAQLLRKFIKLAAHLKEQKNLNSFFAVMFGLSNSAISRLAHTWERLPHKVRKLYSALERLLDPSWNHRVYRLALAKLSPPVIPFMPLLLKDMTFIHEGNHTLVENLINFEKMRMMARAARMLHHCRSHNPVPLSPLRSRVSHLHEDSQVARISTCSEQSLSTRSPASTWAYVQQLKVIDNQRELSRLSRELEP
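Multi-concentration qHTS readout: loss of Rap1B-bound BODIPY-GDP fluorescence driven by 100 nM EPAC1 with excess GDP (50 uM), monitored kinetically at room temperature; agonist response expressed relative to 6.5 mM cAMP.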
Mm-Cpn inhibitor: Inhibitors of TCP-1 ring complex (TRiC) of Methanococcus maripaludis (MmCpn): qHTS | 330,000 compounds, 0.031% hits | Potency, µM (titrated, usually from 76.9 µM), inactives show at the top dose activity, negative = inhibition, usual class: inhibitors | Chaperonin Mm-Cpn (Methanococcus maripaludis) | AID 504842, 2011 | purified Mm-Cpn ATPase, ADP Transcreener TR-FRET; further: potency means the concentration at half of the fitted maximal effect; on the % scale 0 is the no-effect control and ±100 the full control effect; nearly all actives have a fitted effect of over 80% in size
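Purified archaeal chaperonin (25 nM final) was preincubated with compound for 10 min at 37°C, then ATP (10 uM final) was added for 30 min at 37°C in Tris pH 7.4/KCl/MgCl2/DTT buffer. ADP was quantified by HTRF Transcreener TR-FRET.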
PLK1 PBD block: qHTS for Inhibitors of PLK1-PDB (polo-like kinase 1 - polo-box domain): Primary Screen; Serine/threonine-protein kinase PLK1 (Homo sapiens), P53350; Plk1 PBD binding of FITC phosphopeptide, fluorescence polarization; Potency, µM, without a hit: max response, negative = inhibition, most hits filed as inhibitors; 360,000 compounds, 2.8% hits; further: potency means the concentration at half of the fitted maximal effect; series mostly up to about 57 µM; on the % scale 0 is the no-effect control and ±100 the full control effect; nearly all actives have a fitted effect of over 65% in size
CCT modulator: High-Throughput Screening for Modulators of Cytosolic Chaperonin Activity | purified chaperonin ATPase assay, HTRF ADP detection, 30 min | activity change, % (concentration not given with the values), hits read low | 360,000 compounds, 0.3% hits | AID 651819, 2012; in the data active means activity change below about -30%; further: on the % scale 0 is the no-effect control and ±100 the full control effect
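Enzyme 40 or 20 nM (batch-dependent) in Tris pH 7.4/KCl/MgCl2/DTT; cpd 76 uM single point; ATP 10 uM; 30 min 37 °C; Transcreener ADP HTRF detection, 30 min RT; ratio 665/615.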
EPAC2 antagonist: qHTS for Antagonist of cAMP-regulated guanine nucleotide exchange factor 2 (EPAC2): primary screen. Rap guanine nucleotide exchange factor 4 (Homo sapiens), Q8WZA2. EPAC2 GEF exchange of Rap1B-BODIPY-GDP, fluorescence. Potency, µM (titrated, usually from 114 µM), for the others: at the top dose activity, negative = inhibition, usual class: inhibitors. 360,000 compounds, 0.18% hits. AID 720708, 2013; further: potency means the concentration at half of the fitted maximal effect; on the % scale 0 is the no-effect control and ±100 the full control effect; nearly all actives have a fitted effect of over 45% in size; many of its hits are not listed in these tables
EPAC1 antag: qHTS for Antagonist of cAMP-regulated guanine nucleotide exchange factor 3 (EPAC1): primary screen; Rap guanine nucleotide exchange factor 3 (Homo sapiens), O95398; EPAC1 GEF assay, Rap1b-BODIPY-GDP exchange fluorescence; Potency, µM (titrated, usually from 115 µM), inactives show at the top dose activity change, negative = inhibition, usual class: inhibitors; 360,000 compounds, 0.14% hits; AID 720709, 2013;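 further: potency means the concentration at half of the fitted maximal effect; plate controls were vehicle for no effect and positive control for full effect; nearly all actives have a fitted effect of over 50% in size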
PI5P4Ka inh: qHTS for Inhibitors of phosphatidylinositol 5-phosphate 4-kinase (PI5P4K) | Phosphatidylinositol 5-phosphate 4-kinase type-2 alpha (Homo sapiens), P48426 | PI5P4Kalpha enzyme, ADP-Glo luminescence, 60 min; stronger effect = lower value | max response, % | 330,000 compounds, 1.2% hits; active means max response of -50% or lower; further: value at the top dose of about 77 µM; on the % scale 0 is the no-effect control and ±100 the full control effect
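qHTS, 1536-well: enzyme/substrate mix, compound by pin tool, 5 microM ATP final; RT 60 min; ADP-Glo reagents 1 (45 min) then 2 (30 min); luminescence.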
Starred values were filed as active, the others as inactive; . = no result given; & = joins results of further samples; [ ] = remark or other dose. Unless noted, the call rests on the fitted dose curve; in most records, active means well fitted curve in the direction sought with a large enough effect; inconclusive means small, poorly fitted or top-dose-only effect, or another doubt; inactive means no such curve, though single readings can be large; an effect the other way counts as inactive or inconclusive.

SMILES	WRN inhibitor	EPAC1 agonist	Mm-Cpn inhibitor	PLK1 PBD block	CCT modulator	EPAC2 antagonist	EPAC1 antag	PI5P4Ka inh
O=C(O)Cc1cn(-c2ccccc2)nc1-c1ccc(Cl)cc1	-9.5%	-1.8%	1.0%	-2.0%	2.4	5.6%	9.2%	-3.8
COc1cc(N)c(Cl)cc1C(=O)N[C@H]1CCN(CCCOc2ccc(F)cc2)C[C@H]1OC	-2.9%	-17.5%	2.0%	-19.2%	-1.5	-11.7%	-19.3%	3.7
COC(=O)N/N=C/c1c[n+]([O-])c2ccccc2[n+]1[O-]	1.0%	-9.0%	-2.5%	-8.3%	-0.7	1.6%	-3.2%	3.3
CCCC1(c2ccccc2)NC(=O)N(CC(=O)N(C)Cc2c(F)cccc2Cl)C1=O (stereo not drawn)	3.4%	1.6%	0.6%	23.8µM*	-21.0	-8.2%	-4.3%	0.6
CCCC(=O)O[C@]1(C(=O)CCl)[C@@H](C)C[C@H]2[C@@H]3CCC4=CC(=O)C=C[C@]4(C)[C@@]3(F)C(=O)C[C@@]21C	-3.9%	-5.4%	-0.2%	-13.2%	2.5	-0.6%	-10.2%	-0.3
Cn1ccc2cc3c(cc21)CCN3C(=O)Nc1cccnc1	-2.9%	-0.7%	-6.5%	-15.7%	-1.0	26.5%	-26.9%	-4.4
CCCC(=O)O[C@]1(C(=O)COC(C)=O)CC[C@H]2[C@@H]3C[C@H](F)C4=CC(=O)C=C[C@]4(C)[C@@]3(F)[C@@H](O)C[C@@]21C	-0.8%	-8.7%	1.2%	1.6%	-1.9	-9.9%	0.9%	-4.0
O=[N+]([O-])c1cncn1CCN1CCOCC1	7.6%	-10.1%	.	4.6%	-0.6	11.3%	1.9%	-3.5
CC[C@]12CCCN3CCc4c(n(c5ccccc45)[C@](O)(C(=O)OC)C1)[C@@H]32	-2.8%	-7.0%	1.0%	-7.7%	-0.6	0.0%	2.0%	7.7
CCN(CCCCOC(=O)c1ccc(OC)c(OC)c1)C(C)Cc1ccc(OC)cc1 (stereo not drawn)	-2.0%	0.5%	-0.6%	-6.2%	0.4	-11.1%	-16.5%	2.9
CC1(C)O[C@@H]2C[C@H]3[C@@H]4C[C@H](F)C5=CC(=O)C=C[C@]5(C)[C@@]4(F)[C@@H](O)C[C@]3(C)[C@]2(C(=O)CO)O1	1.8%	-8.5%	1.4%	3.5%	0.7	-2.3%	-1.6%	-1.6
C[C@H](CCC(=O)O)[C@H]1CC[C@H]2[C@@H]3[C@H](O)C[C@@H]4C[C@H](O)CC[C@]4(C)[C@H]3CC[C@]12C	1.4%	-9.3%	0.1%	-8.1%	-1.7	-2.7%	-1.6%	12.5
Nc1c2ccccc2nc2ccccc12	-3.2%	-23.0%&4.0%	-3.1%&-1.3%	-3.2%&-12.0%	2.5&0.4	2.0%&-5.6%	-21.2%&8.2%	1.1&-2.5
CC1O[C@@H](OCC2O[C@@H](Oc3cc(O)c4c(c3)OC(c3ccc(O)cc3)CC4=O)[C@H](O)[C@@H](O)[C@@H]2O)[C@H](O)[C@H](O)[C@H]1O (stereo partly drawn)	-13.5%	-16.4%	0.4%	-14.0%	1.1	5.5%	-22.2%	16.9
CN(C)C/C=C(\c1ccc(Br)cc1)c1cccnc1	1.1%	-9.6%	-1.8%	-9.4%	-0.6	4.3%	-8.3%	15.2
CCCCOc1cc(C(=O)OCCN(CC)CC)ccc1N	2.9%&8.1%	-1.5%&-3.0%	0.3%	-11.4%&-8.8%	-0.5&1.2	5.1%&3.7%	-2.0%&0.7%	-1.9&-4.7
Cc1c(C)n(Cc2ccccc2)c2ccc(C(=O)OCCN(C)C)cc12	2.0%	-0.9%	-1.7%	-5.6%	-3.0	-7.0%	22.6%	4.1
O=C(O)Cc1sc(-c2ccccc2)nc1-c1ccc(Cl)cc1	-17.0%	0.9%	.	-5.1%	-0.4	-18.4%	-13.3%	13.3
COc1ccc(C(=O)c2ccccc2)c(O)c1	-16.3%	4.6%	1.8%	1.8%	-2.3	11.5%	2.7%	4.3
CN(C)CC/C=C1/c2ccccc2COc2ccc(CC(=O)O)cc21	2.2%	-10.3%	.	1.8%	-3.4	3.8%	2.6%	-3.6
CCCOc1ccc(C(=O)OCCN(CC)CC)cc1N	0.8%	-29.3%	-2.7%	2.9%	-2.0	18.6%	-1.3%	-0.2
CCCCCCCCCCCCCCC[C@@H](O)[C@@H](N)CO	2.1%	-12.6%	.	-11.3%	-3.0	-25.7%	5.9%	3.8
O=C(NC1CCN(CCc2c[nH]c3ccccc23)CC1)c1ccccc1	-0.4%	-13.7%	1.8%	-0.5%	2.6	5.8%	28.7%	-5.4
CCC(C(=O)Nc1ccccc1N1CCCC1)c1ccccc1 (stereo not drawn)	-6.6%	-1.4%	0.5%	1.4%	1.3	5.1%	-3.6%	-4.9
COc1cc(C2Oc3cc(C4Oc5cc(O)cc(O)c5C(=O)C4O)ccc3OC2CO)ccc1O (stereo not drawn)	-3.4%	-15.1%	1.2%	3.7%	-1.1	-0.2%	-6.6%	-24.1

Brought forward from above: 2 entries, then new ones.
SMILES	WRN inhibitor	EPAC1 agonist	Mm-Cpn inhibitor	PLK1 PBD block	CCT modulator	EPAC2 antagonist	EPAC1 antag	PI5P4Ka inh
CCC(C(=O)Nc1ccccc1N1CCCC1)c1ccccc1 (stereo not drawn)	-6.6%	-1.4%	0.5%	1.4%	1.3	5.1%	-3.6%	-4.9
COc1cc(C2Oc3cc(C4Oc5cc(O)cc(O)c5C(=O)C4O)ccc3OC2CO)ccc1O (stereo not drawn)	-3.4%	-15.1%	1.2%	3.7%	-1.1	-0.2%	-6.6%	-24.1
CC(Cc1cccc(C(F)(F)F)c1)NCCOC(=O)c1ccccc1 (stereo not drawn)	4.4%&3.2%	-11.9%&-25.3%	1.7%&1.9%	1.3%&-3.5%	1.1&0.6	-10.1%&-22.2%	13.3%&11.7%	13.4&-7.4
CC(=O)OCC(=O)[C@@]1(O)CC[C@H]2[C@@H]3CCC4=CC(=O)C=C[C@]4(C)[C@@]3(F)[C@@H](O)C[C@@]21C	7.4%	-10.8%	0.3%	-2.4%	-0.5	27.1%	29.3%	0.4
CC(=O)Oc1ccc2c(C)cc(=O)oc2c1	0.4%	-3.6%	-6.1%	-3.7%	1.8	14.1%	-5.8%	-3.7
CN[C@@H]1[C@H](O)[C@H](NC)[C@H]2O[C@@]3(O)C(=O)C[C@@H](C)O[C@H]3O[C@@H]2[C@H]1O	0.6%	-1.0%	-0.3%	-9.8%	-0.8	0.9%	-13.2%	-8.0
O=C(c1ccccn1)N(Cc1cccs1)C1(C(=O)NC2CCCCC2)CCCCC1	-29.6%	0.2%	-2.5%	-1.4%	-0.4	-0.8%	-21.8%	-0.7
O=C(O)c1cc(=O)c2ccccc2o1	-26.3%	-3.4%	1.0%	0.9%	1.0	9.2%	10.9%	-17.2
O=C1NC(=S)S/C1=C\C=C\c1ccc([N+](=O)[O-])o1	39.8µM*	0.0%	-0.3%	21.2µM*	1.1	50.1µM*	56.2µM*	-95.8*
CCCCN(CCCC)CCCOC(=O)c1ccc(N)cc1	-0.4%	-11.2%	0.9%	-6.5%	-0.3	-10.4%	-8.1%	13.5
CC(C)NNC(=O)c1ccncc1	-3.1%	-3.7%	1.4%	-6.5%	-0.7	-5.0%	-29.5%	-0.6
Cc1cc(=O)oc2cc(O)ccc12	4.4%	-6.7%	.	6.9%	0.8	-7.1%	14.3%	0.2
N=c1nc(N2CCCCC2)cc(N)n1O	-3.0%&7.7%	-3.1%&-19.5%	-4.8%	-8.2%&0.9%	-1.6&-0.1	4.8%&0.0%	-24.4%&9.7%	2.1&5.5
C[C@@H]1C[C@H]2[C@@H]3CCC4=CC(=O)C=C[C@]4(C)[C@@]3(Cl)[C@@H](O)C[C@]2(C)[C@@]1(OC(=O)c1ccco1)C(=O)CCl	-0.7%	-18.0%	-1.4%	-8.7%	-0.9	9.5%	-22.5%	-8.4
CC(C)(C)NCC(O)COc1cccc2c1CC(O)C(O)C2 (stereo not drawn)	-4.5%	-25.5%	0.6%	-8.5%	-0.8	-6.4%	10.0%	3.1
CCc1cccc(CC)c1NC(=O)CN(CC(=O)O)CC(=O)O	7.1%	-12.7%	1.9%	-16.4%	-0.3	-0.7%	5.7%	1.9
CN(C)S(=O)(=O)n1cc(/C=C(\NC(=O)c2ccccc2)C(=O)NCCCn2ccnc2)c2ccccc21	-2.0%	-0.1%	-3.4%	-9.2%	-3.1	-6.2%	23.0%	2.8
CC(C)(C)NCC(O)COc1cccc2c1C[C@H](O)[C@H](O)C2 (stereo partly drawn)	13.6%	-17.8%	-3.4%[15.4 µM]	-3.3%	-1.6	4.8%	12.5%	-9.0
CCCCCCCCCCCCCCCC(O)C(N)CO (stereo not drawn)	9.1%	-16.2%	1.3%	-3.7%	-0.2	-3.4%	16.0%	-2.0
C/C(=N\NC(=S)NCc1ccccc1)C1CCCCC1	-9.4%	-1.3%	-3.0%	-13.9%	0.7	-4.0%	22.2%	2.2
Cc1nc2c3ccccc3nc(NNC(=O)CCC(=O)N3CCN(c4ccccc4F)CC3)n2n1	-5.3%	2.9%	-0.2%	-8.5%	-2.9	-7.4%	-14.7%	1.0
O=C(Nc1cc(-c2ccccc2)nn1-c1ccccc1F)c1ccc([N+](=O)[O-])cc1	1.9%	-8.4%	0.9%	11.4%	-2.6	14.3%	-13.1%	1.4
CCc1ccccc1OC[C@@H](O)CN[C@H]1CCCc2ccccc21	-2.3%	-13.8%	0.0%	2.5%	2.4	-8.3%	-2.1%	20.6
Cc1scc2c1N(C(=O)CN1CCN(C)CC1)c1ccccc1NC2=O	12.5%	-4.0%	-2.9%	18.9%	-12.1	11.6%	-12.5%	-1.8

Quoted from the listing:
For CCT modulator, `CCc1cccc(CC)c1NC(=O)CN(CC(=O)O)CC(=O)O` has -0.3
For EPAC1 agonist, `Cc1scc2c1N(C(=O)CN1CCN(C)CC1)c1ccccc1NC2=O` has -4.0%

A portion of the library; rates above refer to the full screens.
